Bioassay records from PubChem BioAssay.
TWEAK-Fn14 inh – inhibitors of TWEAK-Fn14 signaling, primary screen, luciferase reporter cells, uHTS. inhibition, % at 10 µM. 360,000 tested, 2% active. AID 1159606, 2016. TWEAK-stimulated Fn14 reporter cells, luciferase luminescence, 8 h; in the data active = inhibition above about 50%
TROY signal inh – inhibitors of TROY-driven NF-kB signaling, primary screen, Q293 LMP1-TROYcd cells, NF-kB luciferase, uHTS. 360,000 tested, 0.98% active. inhibition, % at 10 µM. Q293 LMP1-TROYcd NF-kB luciferase reporter, 4 h;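 active = compounds whose plate-normalised and pattern-corrected inhibition of the luciferase reporter signal at the single screening dose is 50% or more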
ABHD5-PLIN5 inh – ABHD5-PLIN5 interaction inhibitors, primary screen, cell lysate, split luciferase complementation, luminescence. Perilipin-5 (Homo sapiens) + 1-acylglycerol-3-phosphate O-acyltransferase ABHD5 (Homo …. Split G. princeps luciferase complementation, 4 h. inhibition, % at 4 µM. 360,000 tested, 0.78% active;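 active = inhibition above the mean inhibition across every tested compound plus 3 SD, cut at about 22% in these data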;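 also: 0% = DMSO only wells and the 100% control is not disclosed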
Target sequence (Q00G26 whole entry, looked up): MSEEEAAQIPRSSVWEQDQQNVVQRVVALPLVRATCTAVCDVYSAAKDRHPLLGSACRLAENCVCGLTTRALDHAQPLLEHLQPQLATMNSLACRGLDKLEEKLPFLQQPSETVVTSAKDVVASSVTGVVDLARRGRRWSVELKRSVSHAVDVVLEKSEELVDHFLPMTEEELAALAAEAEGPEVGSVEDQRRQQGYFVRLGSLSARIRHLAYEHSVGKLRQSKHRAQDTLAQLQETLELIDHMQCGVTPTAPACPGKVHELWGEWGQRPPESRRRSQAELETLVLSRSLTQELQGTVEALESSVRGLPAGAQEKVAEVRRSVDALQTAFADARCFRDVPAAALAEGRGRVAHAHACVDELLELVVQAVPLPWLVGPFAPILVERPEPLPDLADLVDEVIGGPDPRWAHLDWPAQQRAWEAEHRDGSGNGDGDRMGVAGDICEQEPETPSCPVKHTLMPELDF
Target sequence (Q8WTS1 whole entry, looked up): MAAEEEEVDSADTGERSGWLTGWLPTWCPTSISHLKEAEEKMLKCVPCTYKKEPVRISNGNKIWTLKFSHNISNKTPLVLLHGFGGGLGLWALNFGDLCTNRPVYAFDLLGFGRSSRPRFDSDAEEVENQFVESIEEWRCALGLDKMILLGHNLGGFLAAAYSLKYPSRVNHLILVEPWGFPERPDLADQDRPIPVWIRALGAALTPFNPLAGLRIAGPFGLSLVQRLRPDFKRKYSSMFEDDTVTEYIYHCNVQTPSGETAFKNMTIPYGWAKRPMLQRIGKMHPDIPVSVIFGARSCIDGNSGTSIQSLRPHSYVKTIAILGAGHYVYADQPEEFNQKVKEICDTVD
NCOA1 inh – SRC1 coactivator transcriptional activity inhibitors, primary screen, cell-based, luminescence | Nuclear receptor coactivator 1 (Homo sapiens), Q15788 | HEK293 GAL4-SRC1 luciferase reporter | inhibition, % at 3.6 µM | 360,000 tested, 0.12% active | AID 588354, 2011;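 active = inhibition above the campaign mean plus 3 SD, with each screening campaign given its own cutoff, cut at about 60% in these data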;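 also: 0% = DMSO treated cells and 100% = gossypol at 36 µM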
NOD2 RIPK2 PPI – NOD2-RIPK2 binding disruptors in cells, primary screen, fluorescence, CHO cells, BLA complementation | CCF4 ratio | inhibition, % at 4.98 µM | 360,000 tested, 0.38% active | AID 624267, 2012; in the data active = inhibition above about 21%;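 also: 0% = vehicle only and 100% = reference blocker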
NCOA2 inhibitor – inhibition of GAL4-SRC2 driven luciferase reporter, primary screen, SRC2 inhibitor project, cell-based, luminescence; AID 651957, 2012; HEK293 GAL4-SRC2 luciferase reporter; 370,000 tested, 0.17% active; Nuclear receptor coactivator 2 (Homo sapiens), Q15596; inhibition, % at 9 µM;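 active = inhibition above the mean inhibition of all tested compounds plus 3 SD, set per campaign, cut at about 52% in these data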;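 also: 0% = DMSO treated cells and 100% = cells given Gossypol at 36 µM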
NR2F2 inh – NR2F2 transcriptional activity inhibitors, primary screen, cell-based, luciferase reporter, HEK293T, luminescence; COUP transcription factor 2 (Homo sapiens), P24468; HEK293T NGFI-A luciferase reporter; inhibition, % at 8.6 µM; 370,000 tested, 0.7% active;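 active = inhibition above a per-plate cutoff, mean inhibition of test wells between control levels plus 3 SD, cut at about 38% in these data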;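 also: cells cotransfected with COUP-TFII expression vector driving the NGFI-A reporter; 0% = median of COUP-TF2 test wells and 100% = reporter-only cells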
SRC3 inh – SRC3 coactivator transcriptional activity inhibitors, primary screen, cell-based, luminescence. Nuclear receptor coactivator 3 (Homo sapiens), Q9Y6Q9. HEK293 GAL4-SRC3 luciferase reporter. inhibition, % at 3.6 µM. 360,000 tested, 0.17% active. AID 588352, 2011;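 active = inhibition above a per-campaign cutoff, the mean of all compounds plus 3 SD, cut at about 60% in these data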;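 also: 0% = DMSO-treated cells and 100% = gossypol-treated cells at 36 µM; higher means less SRC3-driven luciferase light from the GAL4 reporter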
LRH-1 inv ag – LRH-1 (NR5A2) inverse agonists, primary screen, cell-based, luminescence, HEK293T, StAR-luciferase reporter | Nuclear receptor subfamily 5 group A member 2 (Homo sapiens), O00482 | AID 602396, 2012 | LRH-1 transfected, 24 h | inhibition, % at 3.6 µM | 360,000 tested, 0.13% active;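 active = inhibition above the mean inhibition of all tested compounds plus 3 SD, cut at about 73% in these data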;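 also: 0% = DMSO wells and 100% = reporter-only cells lacking LRH-1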
TLR9-MyD88 block – inhibitors of TLR9-MyD88 association in cells, primary screen, cell-based, CHO, BLA complementation, fluorescence; 340,000 tested, 0.21% active; CCF4 FRET ratio; inhibition, % at 4.98 µM; Toll-like receptor 9 (Homo sapiens) + Myeloid differentiation primary response protein …;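 active = inhibition above the mean over all tested compounds plus 3 SD, cut at about 21% in these data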;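 also: 0% = DMSO only wells and 100% = clavulanate BLA inhibitor control wells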
Exocytosis inh – LAMP-1 surface exposure blockers, TALL-104 cells – cell-based, flow cytometry, MLPCN library, primary screen; TALL-104 LAMP-1 surface exposure; cells stimulated with thapsigargin and PMA; inhibition, % at 10 µM; AID 651702, 2012; 360,000 tested, 0.66% active;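 active = inhibition above about 55%, limit read from the data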
* = called active by the depositor; nt = no result given. Only part of the results is shown; the hit share may differ from the screen's.

No.	smiles	TWEAK-Fn14 inh	TROY signal inh	ABHD5-PLIN5 inh	NCOA1 inh	NOD2 RIPK2 PPI	NCOA2 inhibitor	NR2F2 inh	SRC3 inh	LRH-1 inv ag	TLR9-MyD88 block	Exocytosis inh
1	Cc1cc(C=O)c(C)n1-c1ccc(NC2CCCC2)c([N+](=O)[O-])c1	-3	23	3	-2	-6	-5	1	19	-1	-8	0
2	CC12CCC3(CC1CCC1OC12)OCCO3 (stereo not given)	8	9	-4	5	-4	10	-2	1	-18	4	-4
3	Cc1cccc(OCCCC(=O)NNC(=O)CCN2CCN(c3ccccc3)CC2)c1	5	-1	5	4	-10	-3	-29	14	8	4	3
4	O=C(Nc1nnc(SCC(=O)N2CCOCC2)s1)c1ccccc1	71*	73*	-2	-90	-2	-36	-15	-43	-76	-10	-5
5	CCN=C(NCC)SC1CC(=O)N(c2ccc(OCC)cc2)C1=O (stereo not given)	-2	-8	2	6	1	-2	-4	-26	-2	3	-1
6	Cc1ccc(C2CC2/C(=N/O)c2ccc(F)cc2)cc1 (stereo not given)	7	6	-4	-5	-2	-23	-12	-2	-20	9	-12
7	COc1ccccc1NC(=O)c1nn(C)cc1Br	-1	-22	0	2	-9	-37	-6	-6	-3	3	-2
8	O=C(NN1CCN(Cc2ccccc2)CC1)c1ccc(Cl)cc1	1	3	-2	-3	-6	8	-2	-14	8	8	0
9	CCN(C(=O)COC(=O)/C=C/c1cccc(Cl)c1)c1c(N)n(Cc2ccccc2)c(=O)[nH]c1=O	8	0	0	-6	10	-2	5	8	8	4	-5
10	Cc1cc(N2CC(C(=O)O)CC2=O)ccc1Br (stereo not given)	-3	-17	-6	0	-2	-37	5	11	0	-12	-2
11	COc1ccccc1NCCC(=O)O	9	8	3	17	-5	4	1	15	-5	7	-3
12	COc1cc(C2C3=C(COC3=O)Oc3cc4c(cc32)OCO4)cc(OC)c1OC (stereo not given)	3	24	-2	1	-1	-17	-80	20	15	-2	0
13	CN(C)S(=O)(=O)c1cccc(NC(=O)COC(=O)c2c[nH]c(=O)[nH]c2=O)c1	-9	15	0	-36	-13	-2	2	3	5	-6	0
14	O=C(COc1ccccc1)NC(=S)N1CCc2ccccc21	-11	-12	-2	-21	-10	-21	-25	-15	-37	3	10
15	COc1ccccc1N1C(=O)C2C3C=CC(CC3)C2C1=O (stereo not given)	-9	16	-3	-6	1	19	-2	-14	1	-11	-4
16	COc1ccccc1NC(=O)C1=C(C)NC(SCC(=O)c2ccccc2)=C(C#N)C1c1ccco1 (stereo not given)	56*	33	14	-1	-3	nt	nt	5	-2	-1	1
17	COc1ccc(C(=O)CN2C(=O)NC3(CCc4ccccc43)C2=O)c(OC)c1 (stereo not given)	-1	-6	-1	-18	-1	-7	-1	4	8	8	3
18	Cc1cccc(N2CCN(C(=O)[C@H](C)N3C(=O)C4CC=CCC4C3=O)CC2)c1C (stereo not given in full)	-6	0	-7	3	8	-25	8	-34	-12	-7	1
19	FC(F)(F)c1nc(-c2cccnc2)ncc1-c1nnnn1-c1ccccc1	36	-10	1	-2	-12	-9	23	20	-4	-6	1
20	CCOC(=O)Cc1csc(SCC(=O)Nc2nccs2)n1	15	0	4	20	-1	-21	-4	-11	-15	-4	14

Entries 16–20 of the list above:
No.	smiles	TWEAK-Fn14 inh	TROY signal inh	ABHD5-PLIN5 inh	NCOA1 inh	NOD2 RIPK2 PPI	NCOA2 inhibitor	NR2F2 inh	SRC3 inh	LRH-1 inv ag	TLR9-MyD88 block	Exocytosis inh
16	COc1ccccc1NC(=O)C1=C(C)NC(SCC(=O)c2ccccc2)=C(C#N)C1c1ccco1 (stereo not given)	56*	33	14	-1	-3	nt	nt	5	-2	-1	1
17	COc1ccc(C(=O)CN2C(=O)NC3(CCc4ccccc43)C2=O)c(OC)c1 (stereo not given)	-1	-6	-1	-18	-1	-7	-1	4	8	8	3
18	Cc1cccc(N2CCN(C(=O)[C@H](C)N3C(=O)C4CC=CCC4C3=O)CC2)c1C (stereo not given in full)	-6	0	-7	3	8	-25	8	-34	-12	-7	1
19	FC(F)(F)c1nc(-c2cccnc2)ncc1-c1nnnn1-c1ccccc1	36	-10	1	-2	-12	-9	23	20	-4	-6	1
20	CCOC(=O)Cc1csc(SCC(=O)Nc2nccs2)n1	15	0	4	20	-1	-21	-4	-11	-15	-4	14

(continued)
No.	smiles	TWEAK-Fn14 inh	TROY signal inh	ABHD5-PLIN5 inh	NCOA1 inh	NOD2 RIPK2 PPI	NCOA2 inhibitor	NR2F2 inh	SRC3 inh	LRH-1 inv ag	TLR9-MyD88 block	Exocytosis inh
21	Clc1ccc(-c2nnc(-c3ccco3)nc2N2CCCCC2)cc1	-8	-27	4	-16	8	15	6	-19	-12	-1	-3
22	CCN(CC(=O)N1CCC(C)CC1)S(=O)(=O)c1ccc(C)cc1	-1	9	0	-12	-7	-36	11	-20	9	-7	-4
23	COCCN(C(=O)CCC(=O)Nc1nccs1)C(C(=O)NC(C)(C)C)c1ccc(F)cc1 (stereo not given)	4	-16	0	15	-2	-10	5	1	-2	-3	-2
24	COc1cc(NC(=O)C2CCN(S(=O)(=O)c3cccnc3)CC2)cc(OC)c1OC	9	-14	0	-3	6	-18	4	-1	2	-10	0
25	CC1CC(C)CN(C(=O)CCNS(=O)(=O)c2ccc3c(c2)CCC(=O)N3)C1 (stereo not given)	-4	-6	0	4	2	0	8	5	16	-2	0
26	CCC(=O)Nc1sc2c(c1C#N)CCCCC2	0	7	-5	-49	-8	-20	-13	-17	-30	-4	-2
27	CN(C)c1cccc2c(S(=O)(=O)N3CCCC3)cccc12	-23	-9	3	-25	-14	-15	24	-12	-5	1	4
28	Cc1cc(N2CCN(c3cccc(C)c3C)CC2)nc(-c2ccccc2)n1	20	-4	-4	-3	-1	5	-1	18	-1	-2	-3
29	O=C(O)COc1c(F)c(F)c(C(F)(F)F)c(F)c1F	-27	5	-4	5	-6	-14	-1	-2	18	-2	7
30	O=C(CN1CCC(O)(c2ccccc2F)CC1)NCCc1c[nH]c2ccccc12	-17	-12	-1	8	-30	-34	9	24	9	-8	4
31	COc1cccc(NC(=O)CCN2CCC(C(N)=O)CC2)c1	-18	-7	0	1	3	19	10	13	-14	-6	-1
32	Cc1ccc(CC(=O)Nc2cccc(S(=O)(=O)N3CCOCC3)c2)cc1	-6	-2	-5	-7	-12	-26	-10	-26	3	-3	-1
33	C#CCOCCOCCOCCNc1nc(N2CCN(C(=O)[C@H]([C@@H](C)CC)n3cc(CCC(=O)O)nn3)CC2)nc(N2CCN(C(=O)[C@H](Cc3ccc(O)cc3)n3cc(CCO)nn3)CC2)n1	-5	-4	-12	-3	-6	-25	3	-8	-11	1	-4
34	COc1cc([N+](=O)[O-])ccc1NC(=O)Oc1ccc(NC(C)=O)cc1	6	-1	3	0	-4	-4	-1	7	-2	-2	-6
35	CCN(CC)c1ccc(N2C(=O)/C(=C/c3ccccn3)SC2=S)cc1	-1	3	-5	-8	-4	-8	3	7	3	-11	-4
36	COP(=O)(OC)C(Nc1ccc(C)cc1)c1ccc(Br)cc1 (stereo not given)	-8	8	-7	6	6	13	-14	1	-4	-3	5
37	O=Cc1cn(CC(O)Cn2cc(C=O)c3ccccc32)c2ccccc12	-31	6	5	1	-8	-22	14	-5	-4	-12	-7
38	CCOC(=O)C1CCCN(C(=O)C(C)Oc2ccc(Cl)cc2Cl)C1 (stereo not given)	1	1	3	-13	2	nt	nt	18	-2	1	-2
39	CC(C)CNC(=O)c1cccc(C(=O)NCC(C)C)c1	9	-7	-3	-12	9	-14	6	-22	8	5	3
40	Cc1cccc(N2CCN(C3=NC(=O)C(=C4CCCCC4)S3)CC2)c1	6	4	3	-9	10	-23	-9	2	-2	3	2
41	CCOC(=O)c1cn(CC)c2cc(N3CCN(C)CC3)c(F)cc2c1=O	-4	10	-6	2	-1	-14	-9	2	14	-1	8
42	CCc1nc2c(OCc3ccc(C(=O)OC)cc3)cccn2c1N(C)C(=O)C(C)C	-1	1	4	6	0	nt	nt	3	-9	nt	0
43	COCCNc1nc2sc3c(c2c(=O)n1Cc1ccco1)CCCCC3	nt	nt	-3	-88	2	-40	-18	-167	-51	-3	-2
44	COc1cc(OC)c(C2Nc3cccc4cccc(c34)N2)c(OC)c1	0	-6	-6	-59	15	-22	21	-40	-2	-3	76*
45	O=C(OCC(=O)N1CCc2ccccc21)[C@@H]1CCCN1S(=O)(=O)c1ccccc1F	1	1	-9	-9	-10	-3	-8	1	8	-2	0
46	O=C(NCc1ccccc1CN1CCCC1)c1cccc(S(=O)(=O)N2CCOCC2)c1	4	-10	-4	-10	-5	3	14	10	-9	-13	0
47	Cc1ccccc1NC(=S)N(CCCN1CCOCC1)Cc1ccccn1	25	9	0	-8	0	-4	0	18	20	-9	-1
48	CC[N+]1=C(C)C(C)(C)c2cc(C)ccc21	69*	24	4	-24	9	20	22	5	14	-13	10
49	CC(C)N(C(=O)CN(C#N)c1nc(N(C)C)nc(N(C)C)n1)c1ccccc1	-5	14	11	22	3	-13	4	18	0	3	3
50	O=C(CSc1nnc(CNc2ccc(F)cc2)n1Cc1ccccc1)N1CCOCC1	-18	6	0	0	-1	-15	3	-9	-13	1	-2
